Screening results deposited in PubChem BioAssay by several laboratories.
Ba/F3 V617F tox: reduced viability of JAK2V617F-dependent Ba/F3 cells, primary screen, JAK2V617F inhibitor project, cell-based, Ba/F3 EpoR-JAK2V617F, luminescence | ATP luminescence | inhibition, % at 5.6 µM | 220,000 tested, 1.1% active | AID 1446, 2008;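 active means inhibition above the campaign mean plus 3 SD over all tested compounds, cut at about 24% in these data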;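 further: cytokine-independent growth of Ba/F3 cells driven by EpoR plus mutant JAK2; 0% = DMSO-treated cells and 100% = JAK inhibitor I control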
TNF necrop inh: inhibitors of TNF-alpha triggered necroptosis, primary screen, cell-based, Jurkat FADD-/-, single concentration; Jurkat FADD-/- TNF necroptosis rescue, ATP luminescence, 24 h; 0 = TNF only, 100 = no-TNF cells; activation (protection from cell death), % at 10 µM; 220,000 tested, 0.068% active; AID 463075, 2010;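 active means activation, meaning protection from cell death, of at least 50% relative to plate controls; inactive means activation below 50%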;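 further: necroptosis triggered by 40 ng/mL TNF-alpha added together with compound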
BaF3 parental: parental Ba/F3 cell viability inhibition, counter-screen for JAK2V617F inhibitor project, murine pro-B, CellTiter-Glo luminescence. AID 1486, 2009. 220,000 tested, 1.1% active. CellTiter-Glo ATP luminescence. inhibition, % at 5.6 µM;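 active means inhibition above a per-campaign cutoff, the mean inhibition of all tested compounds plus 3 SD, cut at about 27% in these data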;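 further: 0% = DMSO wells and 100% = JAK Inhibitor I control wells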
CHOP inhibitor: inhibitors of CHOP promoter induction, primary screen, cell-based, unfolded protein response, luciferase reporter | CHO-K1 CHOP-promoter luciferase, tunicamycin-induced, 15-18 h | inhibition, % at 10 µM | 220,000 tested, 3.8% active | AID 2732, 2010;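 active means compounds that reduced the stress-induced luciferase reporter signal by more than about 70% of percent inhibition, limit read from the data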;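 further: 0% = tunicamycin plus vehicle and 100% = wells without tunicamycin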
zfTRPN1 agonist: zebrafish TRPN1 channel agonists, primary screen, cell-based, HEK293, calcium fluorescence. 220,000 tested, 0.18% active. HEK293 zebrafish TRPN1-YFP, Fluo-8 calcium fluorescence; 100% = response to 87 µM carbachol. activation, % at 3 µM. transient receptor potential cation channel N1 (TRPN1/NompC), Danio rerio. AID 1424, 2008;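 active means activation above its plate's cutoff, the mean activation of test wells on that plate plus 3 SD, cut at about 19% in these data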;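 further: 0% = DMSO alone and 100% = 87 µM carbachol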
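Material – zebrafish TRPN1-YFP in HEK293 cells · Doses – 3 µM single point · Schedule – dye 1 h 37 °C plus 30 min RT · Signal – Fluo-8 calcium fluorescence, excitation 470-495 nm, emission 515-575 nm · Read-out – % activation versus carbachol response · Control set – carbachol high, DMSO low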
PPC-1+TRAIL kill: compounds killing PPC-1 cancer cells with TRAIL present, primary screen, TRAIL potentiator project, ATPLite luminescence, uHTS. PPC-1 cells + TRAIL, ATPLite viability luminescence. cell killing (% activity), % at 4 µM. 220,000 tested, 0.41% active;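 active means cell killing above 50% in the first pass at 4 µM, then a duplicate retest at 5 µM averaging 50% or more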;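 further: plate controls were cells with TRAIL plus DMSO for no effect and medium-only wells lacking cells for full effect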
Wee1 stabilizer: Wee1 degradation inhibitors, primary screen, cell-based, HeLa, Wee1K328M-luciferase, luminescence | HeLa Luc-Wee1K328M stability; 100% = proteasome inhibitor MG132 effect | Wee1-like protein kinase (Homo sapiens), P30291 | AID 1321, 2008 | 220,000 tested, 1.2% active | reporter increase, % at 5 µM;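 active means activation above the mean of all tested compounds plus 3 SD, set per screening run, cut at about 8.8% in these data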;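 further: cells exposed to compound for 20 h before luminescence read; 0% = DMSO alone and 100% = MG132 at 30 µM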
TRPML3 agonist: human TRPML3 channel agonists, primary screen, cell-based, HEK293 TRPML3-YFP, Fluo-8 calcium fluorescence, 3 µM; Mucolipin-3 (Homo sapiens), Q8TDD5; 100% = the carbachol control signal; activation, % at 3 µM; 220,000 tested, 0.29% active;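 active means activation above its plate's cutoff, the mean activation of the plate's test wells plus 3 SD, cut at about 12% in these data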;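 further: 0% = DMSO only wells and 100% = carbachol wells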
Target sequence (Q8TDD5 whole entry, looked up): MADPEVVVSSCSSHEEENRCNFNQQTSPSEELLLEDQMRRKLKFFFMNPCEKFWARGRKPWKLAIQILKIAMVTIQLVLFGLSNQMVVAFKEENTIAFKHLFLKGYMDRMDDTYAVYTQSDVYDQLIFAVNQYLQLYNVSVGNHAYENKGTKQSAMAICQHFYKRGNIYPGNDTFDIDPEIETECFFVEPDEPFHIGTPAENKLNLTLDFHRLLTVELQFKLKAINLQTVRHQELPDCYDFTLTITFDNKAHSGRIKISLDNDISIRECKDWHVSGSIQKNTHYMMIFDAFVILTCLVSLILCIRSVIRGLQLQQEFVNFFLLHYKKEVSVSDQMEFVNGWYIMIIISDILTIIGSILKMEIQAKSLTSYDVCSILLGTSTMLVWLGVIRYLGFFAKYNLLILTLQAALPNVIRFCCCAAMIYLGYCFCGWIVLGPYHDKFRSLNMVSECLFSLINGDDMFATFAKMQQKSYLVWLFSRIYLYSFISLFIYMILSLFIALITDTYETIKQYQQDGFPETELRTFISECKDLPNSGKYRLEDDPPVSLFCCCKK
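Test system: HEK293 cells stably carrying human TRPML3-YFP; Doses: single dose, 3 µM final nominal compound, 0.3% DMSO final; Schedule: dye loading 1 h 37 °C then 30 min ambient, 125 s read; Technique: Fluo-8 calcium fluorescence; Benchmarks: high control carbachol 87 µM, low control DMSO.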
RBBP9 inh: human RBBP9 inhibitors, primary screen, biochemical, fluorescence polarization, FP-Rh probe, HTS; Serine hydrolase RBBP9 (Homo sapiens), O75884; inhibition, % at 7.94 µM; recombinant RBBP9; AID 1515, 2009; 220,000 tested, 0.2% active;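 active means inhibition above the campaign mean of all tested compounds plus 3 SD, cut at about 14% in these data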;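 further: plate controls were DMSO wells with RBBP9 for no effect and wells lacking RBBP9 protein for full effect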
Target sequence (O75884 whole entry, looked up): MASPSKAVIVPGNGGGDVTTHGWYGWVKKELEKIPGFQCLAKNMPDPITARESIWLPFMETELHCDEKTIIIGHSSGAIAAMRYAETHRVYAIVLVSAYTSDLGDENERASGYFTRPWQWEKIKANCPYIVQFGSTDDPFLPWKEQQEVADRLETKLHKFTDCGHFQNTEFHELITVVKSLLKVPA
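Test system – recombinant human RBBP9 · Input – RBBP9 2.5 µM in dispensing solution, pre-mixing · Medium – Tris buffer pH 8.0, NaCl, Pluronic · Schedule – preincubation 30 min plus labeling 45 min at 25 °C · Measured by – fluorescence polarization · Measure – % inhibition · Controls – DMSO and no-protein wells · Replicates – one well per compound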
Numbers without * were called inactive; . = not tested or not shown; [ ] = remark or other dose. Rows were taken by chance; any-hit rate near 6.8%.

structure	zfTRPN1 agonist	Wee1 stabilizer	PPC-1+TRAIL kill	CHOP inhibitor	RBBP9 inh	TNF necrop inh	Ba/F3 V617F tox	TRPML3 agonist	BaF3 parental
Cc1cccc(NC(=O)c2ccc([N+](=O)[O-])o2)c1	2.6	2	23	-27	-9	-26	39*	0.5	24
CN(C)S(=O)(=O)c1cccc(NC(=O)c2cc3c(=O)n4ccccc4nc3s2)c1	-1.1	0	9	-19	3	-7.0	3	0.4	9
CCOc1ccc2nc(SC3CC(=O)N(c4ccc(OC)cc4OC)C3=O)sc2c1 (configuration not stated)	0.6	7	-9	-17	-6	-12	0	-0.1	10
COc1ccc(CCNC(=O)CN(C)S(=O)(=O)c2ccc(Br)s2)cc1OC	0.2	-1	-16	7	-8	0.5	3	0.4	-1
CC1CCc2c(sc(NC(=O)CSc3ncnc4c3cnn4-c3ccccc3Cl)c2C#N)C1 (configuration not stated)	1.3	3	-4	24	0	1.1	-5	0.9	-1
CSc1ccccc1NC(=O)COC(=O)c1ccc(O)cc1	-0.4	1	-1	-13	-8	-0.2	-2	0.8	5
CCOC(=O)C1(Cc2ccccc2)CCCN(Cc2cnn(CC)c2)C1 (configuration not stated)	0.7	-1	-7	19	-7	0.2	2	0.0	5
Nn1cc(-c2ccccc2)nc1SCC(=O)Nc1cccc(S(N)(=O)=O)c1	3.6	-1	19	7	-6	4.6	-2	1.1	-5
CCCC(=O)c1ccc(N2CCC(C)CC2)c(F)c1	0.2	-3	14	-19	-9	0.8	-1	1.0	0
Cc1cc(C(=O)N2CCN(c3ncccn3)CC2)sc1-c1ccccc1	2.0	3	.	.	-6	-1.7	-1	0.0	1
Cc1ccc(C(=O)CSc2nnc(COc3ccc(C#N)cc3)n2-c2ccccc2)cc1	-0.9	9	8	5	-4	-1.6	4	0.8	10
Cc1ccc(C)c(C(=O)CN2Cc3ccccc3C2=O)c1	-0.7	-2	16	-18	-7	-1.3	-2	-0.6	-3
CCOc1c2ccc(C(=O)NCCc3ccc(C)cc3)cc2nn1CC	0.7	-1	12	15	-4	-1.4	-2	0.1	-1
CC(=O)c1cc2c(cc1NC(=O)C1CC=CCC1C(=O)O)OCO2 (configuration not stated)	5.6	1	-1	-32	-7	-1.4	0	-0.1	7
CC1CCN(c2nc3c(c(=O)n(C)c(=O)n3C)n2CCSc2nc3ccccc3s2)CC1	0.2	6	14	76*	-5	-2.2	-1	0.7	6
COC(=O)c1ccc(C)c(NC(=O)CCSc2ccccc2)c1	-0.7	-1	27	15	-4	-1.9	-1	-1.0	-1
Cc1ccc(-n2c3c(cc(C(=O)NC4CCSC4=O)c2=O)C(=O)CC(C)(C)C3)cc1 (configuration not stated)	0.4	1	10	9	-3	0.4	4	1.0	8
COc1ccc(/C=C/C(=O)NCC(=O)N/N=C/c2cccnc2)cc1	0.5	6	.	8	5	-0.4	2	0.8	8
Cc1cc(C)cc(NC(=O)Nc2ccc(N3CCCCC3)cc2)c1	0.0	4	3	-29	9	2.1	0	0.1	-1
O=C(Nc1cc(Cl)cc(Cl)c1)C(NCCO)c1ccccc1 (configuration not stated)	0.5	0	7	-8	-6	-0.8	-2	0.9	3
Oc1ccc(-c2csc(Nc3ncccn3)n2)cc1	-0.8	2	38	21	1	16	0	0.5	-3
COC(=O)c1sc(N)c(C(=O)OC)c1COC(=O)c1c(C)noc1C	-3.3	-1	9	.	-7	-11	71*	-1.3	73*
CCOc1ccc(/C=C2\SC(=S)N(NS(=O)(=O)c3ccccc3)C2=O)cc1OC	-0.4	3	-5	3	-3	2.4	-4	1.2	5
O=C(Nc1cccnc1)c1ccc(COc2cc(Cl)ccc2Cl)o1	0.3	0	13	20	-8	-3.5	4	-0.4	3
Cc1nc(N2CCOCC2)c2c(C)c(C(=O)Nc3ccc(F)cc3F)sc2n1	-1.1	-2	2	9	-8	2.7	1	-0.5	3
CCN(CC)CC#CC(OC)(c1ccccc1)c1ccccc1	-2.2	3	13	33	-8	-0.4	0	-0.7	7
CCOC(=O)c1cc(C(C)=O)c(=O)n(C)c1N	-0.6	0	-1	-50	3	3.4	-3	-0.7	3
CSc1cccc(NC(C)C(=O)NCc2ccccc2)c1 (configuration not stated)	0.5	-2	31	3	-8	3.7	0	-0.5	7
COC(=O)c1cccc(-n2c(CCC(=O)O)ccc2-c2cccs2)c1	0.1	-1	-4	-2	-16	1.6	-7	0.5	4
O=C(O)CCn1cc(/C=C\C(=O)c2ccc(Cl)cc2)c(-c2cccc(Br)c2)n1	-0.7	9	20	12	-14	2.7	-2	0.3	4
Cc1ccc(NC(=O)c2ccc(F)cc2)cc1S(=O)(=O)N1CCCCCC1	11	-1	10	16	-20	1.1	1	2.8	2
Cc1c(O)ccc(-c2[nH]ncc2-c2nc3ccccc3s2)c1O	-0.3	-2	-2	44	2	-4.5	0	1.2	2
FC(F)(F)c1cc(C(F)(F)F)n2nc(-c3sccc3-n3cccc3)cc2n1	0.0	0	17	-20	2	-0.8	-2	-0.1	0
Nc1nc(NC(=O)c2ccccc2)nn1-c1ccccc1	0.2	0	0	-12	-2	-2.1	3	-0.1	4
Fc1ccc(N/N=C2/CCSc3sccc32)c(F)c1	0.9	-2	4	-8	-1	5.2	-5	0.4	5
Cc1cc(C)c2[nH]c(O)c(N=NC(=S)NCC3CCCO3)c2c1 (configuration not stated)	0.1	0	6	-35	-2	1.6	-5	-0.1	1
CCOC(=O)c1ccc(NC(=O)CC2SC3=NCCN3C2=O)cc1 (configuration not stated)	-0.8	-1	6	13	2	2.8	-4	0.2	2
CCC(=O)OCCNc1cc(SCCC(=O)OC)c2nonc2c1[N+](=O)[O-]	2.0	2	6	10	-4	-0.7	1	-0.5	4
O=C(O)c1cc(/C=C/C(=O)c2cc(F)ccc2O)c2c(c1)COCO2	-0.4	3	-1	-26	5	-3.1	-4	0.0	1
CC(C)OCCCNC(=O)Cn1ncc2c(=O)oc3ccccc3c21	1.5	-4	-3	28	3	-0.6	-3	1.1	6
C=CCN1C(=O)/C(=C2/Sc3ccc(OC)cc3N2C)SC1=Nc1ccccc1	1.4	2	24	74*	-9	-0.2	3	0.8	4
CCn1c(=O)cc(SCC(=O)N2CCN(Cc3ccc4c(c3)OCO4)CC2)c2ccccc21	0.8	-1	22	37	-6	-1.9	2	0.8	3
CCN1CCN(Cc2ccc(NC(=O)CC3Oc4ccc(C)cc4NC3=O)cc2)CC1 (configuration not stated)	0.2	-1	8	4	-6	-1.0	-3	0.1	1
COc1ccc(NC(=S)NC23CN4CN(CN(C4)C2)C3)c(OC)c1	1.2	1	23	22	-10	-0.1	0	0.0	0
O=C(c1ccco1)N1CCN(c2ncnc3c2cnn3-c2ccccc2)CC1	2.2	0	4[5 µM]	3	-7	-0.9	4	2.0	4

Part of the list above in a different format:
Results follow in this order: zfTRPN1 agonist	Wee1 stabilizer	PPC-1+TRAIL kill	CHOP inhibitor	RBBP9 inh	TNF necrop inh	Ba/F3 V617F tox	TRPML3 agonist	BaF3 parental
- FC(F)(F)c1cc(C(F)(F)F)n2nc(-c3sccc3-n3cccc3)cc2n1
    0.0	0	17	-20	2	-0.8	-2	-0.1	0
- CCN1CCN(Cc2ccc(NC(=O)CC3Oc4ccc(C)cc4NC3=O)cc2)CC1 (configuration not stated)
    0.2	-1	8	4	-6	-1.0	-3	0.1	1
- Nc1nc(NC(=O)c2ccccc2)nn1-c1ccccc1
    0.2	0	0	-12	-2	-2.1	3	-0.1	4
- O=C(c1ccco1)N1CCN(c2ncnc3c2cnn3-c2ccccc2)CC1
    2.2	0	4[5 µM]	3	-7	-0.9	4	2.0	4
- Cc1ccc(NC(=O)c2ccc(F)cc2)cc1S(=O)(=O)N1CCCCCC1
    11	-1	10	16	-20	1.1	1	2.8	2
